# OX1R antag-1 – OX1R (HCRTR1) antagonists, primary screen, fluorescence, CHO/OX1R cells, Fluo-8 calcium, orexin A | Orexin/Hypocretin receptor type 1 (Homo sapiens), O43613 | Fluo-8 calcium fluorescence | inhibition, % at 5 µM | 330,000 tested, 0.43% active | AID 434989, 2010;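 active = inhibition above its plate's threshold, mean inhibition of all tested compounds on the plate plus 3 SD, cut at about 37% in these data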;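 also: 0% = orexin A challenge wells and 100% = SB-334867-A antagonist wells; not every result past the cut was called active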
# Target sequence (O43613 whole entry, looked up): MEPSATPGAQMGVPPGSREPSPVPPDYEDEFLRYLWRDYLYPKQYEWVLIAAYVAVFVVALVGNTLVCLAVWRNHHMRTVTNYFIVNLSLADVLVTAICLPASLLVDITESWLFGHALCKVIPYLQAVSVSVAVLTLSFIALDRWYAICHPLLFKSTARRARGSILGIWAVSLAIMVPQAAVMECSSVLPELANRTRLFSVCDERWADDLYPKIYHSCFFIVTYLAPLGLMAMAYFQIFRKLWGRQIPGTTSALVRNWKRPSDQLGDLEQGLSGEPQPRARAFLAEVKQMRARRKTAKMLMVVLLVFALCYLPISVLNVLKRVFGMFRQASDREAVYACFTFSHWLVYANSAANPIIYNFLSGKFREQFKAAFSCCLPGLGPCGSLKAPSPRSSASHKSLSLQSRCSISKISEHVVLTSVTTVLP
# OX1R antag-2 – antagonists of human orexin 1 receptor (OX1R) | Orexin/Hypocretin receptor type 1 (Homo sapiens), O43613 | OX1R-expressing cells, FRET antagonist read-out | 330,000 tested, 1.8% active | inhibition, % at 6.6 µM | AID 485270, 2010; in the data active = inhibition mostly above about 38%, no sharp cut-off; inactive = mostly below about 40%;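 also: 0% = agonist challenge alone and 100% = reference antagonist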
# Numbers without * were called inactive.
structure,OX1R antag-1,OX1R antag-2
Cc1ccc(NC2CCCN(C(=O)c3cn(C)c4ccccc34)C2)cc1C (centres undefined),27.0,80.1*
COc1ccc(OC(C)C(=O)NCCc2nc3ccccc3[nH]2)cc1 (centres undefined),-19.9,21.8
Cc1ccc(NCCc2ccc(C)nc2)cc1,-15.8,-4.6
COc1ccc(CN2C(=S)NC(C)(C)CC2(C)O)cc1 (centres undefined),-20.3,8.9
O=C(CCN1C(=O)C2CC=CCC2C1=O)NC1CCCCC1 (centres undefined),-0.2,12.1
CCCC(=O)Nc1ccc(N2CCCCC2)cc1,-8.4,-0.8
COc1cc2c(cc1OC)C(c1cc3cc4c(cc3[nH]c1=O)OCO4)N(C(=O)C1CC1)CC2 (centres undefined),-11.2,2.4
CCC(=O)N/N=C(\C)CC(=O)Nc1ccc(Cl)cc1,-32.5,2.1

# Sorted by SMILES length (rising): part of the list above.
structure,OX1R antag-1,OX1R antag-2
CCCC(=O)Nc1ccc(N2CCCCC2)cc1,-8.4,-0.8
O=C(CCN1C(=O)C2CC=CCC2C1=O)NC1CCCCC1 (centres undefined),-0.2,12.1
COc1ccc(OC(C)C(=O)NCCc2nc3ccccc3[nH]2)cc1 (centres undefined),-19.9,21.8

# (listing goes on)
structure,OX1R antag-1,OX1R antag-2
Cn1c(-c2ccc(CN3CCCCC3)o2)nc2ccccc21,-26.2,12.9
COc1ccc(CN(C)C(=O)Cn2ccsc2=N)cc1OC,-5.8,0.7
CCOc1ccc(CN2C(=O)c3ccccc3C2=O)cc1C(=O)Nc1nnc(SCC)s1,-10.1,22.9
COc1ccc(C(=O)N2CCCC(c3nc(-c4ccc(C)o4)no3)C2)cc1OC (centres undefined),-16.8,12.9
CCCc1nnc(SCCSc2nnc(CCC)n2N)n1N,-0.6,8.7
CCCN(C(=O)Cn1ncc2c(=O)oc3ccccc3c21)c1cccc(C)c1,-26.7,17.6
CC1=NN2C(=N)/C(=C\c3cc(C)n(-c4ccccc4)c3C)C(=O)N=C2S1,-30.3,-2.7
COc1ncnc2c1oc1nc(CC(C)C)c3c(c12)CC(C)(C)OC3,-13.5,11.0

# The list continues:
structure,OX1R antag-1,OX1R antag-2
Cc1ccc(-c2nc3ccccc3s2)cc1NC(=O)c1cc(-n2cnnc2)ccc1Cl,-11.0,6.2
O=C(NCCc1ccccc1)[C@@H]1CC=C[C@@H]2CCN(Cc3ccc(Cl)c(Cl)c3)C(=O)[C@@H]21,16.8,81.9*
COCCCN(C(=S)Nc1cccc(Cl)c1)C(C)c1ccncc1 (centres undefined),-31.9,15.9
CCCNC(=O)NC1CCCc2ccccc21 (centres undefined),-12.6,12.8
CCN(C[C@H]1N[C@@](CC)(C(=O)OC)[C@H]2C(=O)N(C)C(=O)[C@@H]12)C(=O)Nc1ccc(F)cc1,1.8,-4.3
Cc1ccc(-c2cc(C(F)F)n3ncc(C(=O)Nc4ccc(S(=O)(=O)Nc5ccccc5C)cc4)c3n2)cc1,-20.7,32.1
Cc1cccc(/C(N)=N/OC(=O)c2ccc(Br)o2)c1,-5.8,7.6
CN1CCN(CCOC2Cc3ccccc3Sc3ccc(Cl)cc32)CC1 (centres undefined),-13.9,10.6

# Following part
structure,OX1R antag-1,OX1R antag-2
COc1ccc(NS(=O)(=O)c2c(C)cc(C)cc2C)cc1,-21.4,15.7
O=C(O)COc1ccc(/C=C/C(=O)c2ccc(C3CCCCC3)cc2)cc1,24.8,20.1
CO/N=C/c1ccc(N2CCOCC2)c([N+](=O)[O-])c1,2.3,46.8
CC(C)c1ccc(/C=N/n2nnnc2Nc2ccccc2)cc1,-6.7,27.2
Cc1cccc(NC(=O)Cc2noc3ccccc23)c1,-14.0,6.5
CCN(CC)C(=O)Oc1ccc(Cl)c2cccnc12,1.8,28.1
O=C(CCNS(=O)(=O)c1ccccc1)OCC(=O)c1ccc(Br)cc1,-16.6,21.6
CCc1ccc(NC(=O)CCNS(=O)(=O)c2cccs2)cc1,-10.9,42.2

# (listing goes on)
structure,OX1R antag-1,OX1R antag-2
Cc1ccc(S(=O)(=O)N2CCCC2CNC(=O)C(=O)Nc2ccc(F)cc2)cc1 (centres undefined),-0.4,32.9
COc1ccc2nc(N/C(=N/S(=O)(=O)c3cccs3)c3ccccc3Cl)sc2c1,-32.7,29.6
OCCN1CCN(C(=S)NC2CCCC2)CC1,-4.7,13.0
CCOCCCNc1nc2c(C)cccn2c(=O)c1/C=C1\SC(=S)N(CC(C)C)C1=O,-0.9,11.9
C/C(=N\Nc1nccnc1Cl)c1ccc(Cl)c(Cl)c1,-15.2,31.7
Cc1cccc(C)c1NC(=S)N(CCCN1CCOCC1)Cc1cccnc1,-13.2,1.8
Cc1cc(N(C)N)nc(NC(=O)NS(=O)(=O)c2ccccc2Cl)n1,-7.1,13.9
O=C(CN1C(=O)COc2ccccc21)NCCCN1CCN(c2ccccc2F)CC1,-28.9,7.8

# Remaining list, next part.
structure,OX1R antag-1,OX1R antag-2
Cc1ccc(/C([O-])=C(/C(=S)NCCN2CCOCC2)[n+]2ccccc2)cc1[N+](=O)[O-],-19.3,15.1
CCCCOc1ccc(OCCCN2CCOCC2)cc1,1.0,5.2
Cc1n[nH]c(C)c1S(=O)(=O)N1CCOCC1,-6.8,15.7
CCOC(=O)Cn1c(=O)oc2cc(S(=O)(=O)N3CCN(c4ccccn4)CC3)ccc21,-22.5,13.7
O=S1(=O)c2ccc(Br)cc2N2CCC[C@H]2CN1Cc1ccccc1,8.2,17.2
CC(=O)c1c(C)[nH]c(C(=O)NCc2cccs2)c1C,-12.7,11.2
CN(CC1CCCN(CCc2ccc(Cl)cc2)C1)C(=O)c1ccc2nc[nH]c2c1 (centres undefined),-2.9,6.4
O=C(c1ccccc1Cl)N1CCn2c1nc1ccccc12,-15.8,3.6

# Next part:
structure,OX1R antag-1,OX1R antag-2
COC(=O)c1ccccc1NC(=O)N1CSC[C@H]1C(=O)OC,-5.3,25.8
CCCN1CCC(=O)N([C@H](CSc2ccc(OC)cc2)Cc2ccccc2)CC1,-37.0,22.0
N#C/C(C(=O)N1CCOCC1)=C1/SC(Cc2ccccc2)C(=O)N1c1ccccc1 (centres undefined),-21.1,7.4
CC1CCCN(CC(=O)Nc2ccc(S(=O)(=O)NC3CCCCC3)cc2)C1 (centres undefined),7.4,5.3
CCC(C)[C@H](NC(=O)N1CC(=O)Nc2ccccc21)C(=O)NC(C)CCc1ccccc1 (some centres undefined),-34.0,8.3
COc1ccc(CNC(=O)CN(C(=O)c2ccc(CN3CCOCC3)o2)C2CCCC2)cc1,-31.9,12.2
COc1ccc(NC(=S)NCCN2CCOCC2)c(OC)c1,-10.6,9.5
CC(C)Cn1c(C(C)C)nc([N+](=O)[O-])c1Sc1ccc(Cl)cn1,-35.2,23.3

# Next entries.
structure,OX1R antag-1,OX1R antag-2
COc1ccccc1-n1c(SCC(=O)N(C)C2CCS(=O)(=O)C2)nc2ccccc2c1=O (centres undefined),-12.5,5.9
CCOC(=O)c1ccc(NC(=O)COC)cc1,-31.4,13.5
Cc1cc([N+](=O)[O-])ccc1NC(=O)CCC(=O)N1CCCC1,2.7,30.5
C[C@@H]1CN([C@@H](C)CO)C(=O)c2cc(NS(C)(=O)=O)ccc2O[C@H]1CN(C)Cc1ccc(Oc2ccccc2)cc1,-25.2,4.4
O=C(COC(=O)c1ccccc1Oc1ccccc1)NC1CCS(=O)(=O)C1 (centres undefined),-1.9,12.4
CN1CCN(c2ccc(Cl)cc2NC(=O)c2ccc(S(=O)(=O)N(C)C)cc2)CC1,-26.8,14.2
COc1ccc(-c2ncccc2OC(=O)C23CC4CC(CC(C4)C2)C3)cc1OC,-17.5,34.4
CCOc1ccccc1C1NC(=O)NC(C)=C1C(=O)OCc1ccco1 (centres undefined),-20.4,16.8

# More compounds follow.
structure,OX1R antag-1,OX1R antag-2
O=C(Nc1ccc(S(=O)(=O)N2CCCCC2)cc1)c1ccc(CN2CCOCC2)cc1,11.8,-0.7
COc1ccc(-n2c(SCC(N)=O)nc3sc4c(c3c2=O)CCC4)cc1,-25.7,23.2
COc1ccc(CC(NC(C)=O)C(=O)NC2CCN(S(=O)(=O)c3ccc(NC(C)=O)cc3)CC2)c(OC)c1 (centres undefined),3.9,3.8
COC(=O)CCC(=O)Nc1cc(OC)c(OC)cc1Cc1nccc2cc(OC)c(OC)cc12,-6.9,-1.4
Cc1ccccc1N1CC(C(=O)N2CCc3ccccc32)CC1=O (centres undefined),-16.7,12.3
CC(=O)c1ccc(NC(=O)CO/N=C(\C)c2cccs2)cc1,-16.7,10.3
COC(=O)CSc1nnc(CNC(=O)Cc2ccccc2)n1-c1ccccc1OC,0.4,19.3
COC(=O)C(C)NC(=O)C12CC3CC(C1)CC(c1ccc(C)cc1)(C3)C2 (centres undefined),-29.7,1.4

# Further entries:
structure,OX1R antag-1,OX1R antag-2
COC(=O)CCC(=O)N1CCc2cc(S(=O)(=O)N3CCc4ccccc43)ccc21,-11.3,16.4
CCCC(=O)Nc1ccc2c(c1)nc(CCNC(=O)c1ccccc1)n2C,-8.8,4.0
Cc1onc(-c2ccccc2)c1C(=O)N(C)CCc1ccccn1,-6.4,25.2
COc1cccc(NC(=O)CN2C(=O)NC3(CCCC3)C2=O)c1,-12.6,1.1
O=C1NC(c2ccccc2)(C(F)(F)F)C(=O)N1Cc1cccnc1 (centres undefined),3.5,-0.8
CCOc1ccc(/C(O)=C2/C(=O)C(=O)N(CCOCCO)C2c2ccc(F)cc2)cc1 (centres undefined),-19.2,23.0
CC(=O)C1=C(O)CCC1=N,-4.4,-0.4
COc1ccc(CN2CCCC(CO)(Cc3cccc(Cl)c3)C2)cc1OC (centres undefined),-29.1,-0.3

# Following part:
structure,OX1R antag-1,OX1R antag-2
COc1ccccc1-c1nnc(C2CCN(S(=O)(=O)c3ccc([N+](=O)[O-])cc3)CC2)o1,-6.4,21.8
Cc1c(NC(=O)c2cnn3c(C(F)(F)F)cc(-c4ccco4)nc23)c(=O)n(-c2ccccc2)n1C,-15.7,23.4
COc1ccc(C2(C(=O)N3CCOCC3)CCCC2)cc1,-24.6,5.9
CCCC(=O)C1=C(N2CCCCC2)CC(C)(C)C(C(=O)OC)C1=O (centres undefined),-6.2,26.0
COc1ccc(Cn2nc(C)cc2C)cc1OC,-8.7,16.9
CCOCc1nnc(NC(=O)C2CC(=O)N(CCc3ccc(F)cc3)C2)s1 (centres undefined),-18.6,4.5
CCN(CC)c1ccc(NC(=O)c2c(OC)cccc2OC)c(C)c1,-31.1,10.5
O=C(CSc1nnc(CNC(=O)c2ccco2)o1)Nc1ccccc1F,-4.8,17.6

# Further records
structure,OX1R antag-1,OX1R antag-2
CC(NCCc1ccc(S(N)(=O)=O)cc1)C(=O)NCCc1ccc(F)cc1 (centres undefined),-15.3,1.5
CCn1c(C(=O)O)c(CC(=O)NC2CCCCCC2)c2ccccc21,2.1,9.9
COc1ccc(/C=C2\CCc3ccccc3C2=O)cc1Cn1nc(C)cc1C,-14.9,7.3
O=C1Nc2ccccc2C1=Nc1cccc(Cl)c1,-12.3,12.5
Cn1cc(Br)c(C(=O)NNC(=O)c2ccc(Cl)cc2)n1,4.3,-5.6
CCN(CC)C(=O)C1CCN(S(=O)(=O)c2cccc3nonc23)CC1,-10.1,23.1
O=S(=O)(c1cccc2nsnc12)N1CCNCC1,-13.4,54.7*
Fc1ccccc1COc1ccccc1CNCc1ccncc1,-7.2,41.0

# Next part:
structure,OX1R antag-1,OX1R antag-2
COc1ccc(C(=O)NNC(=O)c2ccc(S(=O)(=O)N3CCCCC3)cc2)cc1,-1.5,0.1
CCNc1nc(NC(C)C)nc(Nn2cnnc2)n1,-2.1,1.9
CCN(CC)CCNC(=O)c1cc2c(-c3cccc(OC)c3)nn(C)c2s1,-15.8,8.9
COCCN1C(=O)c2ccc(C(=O)Nc3nccs3)cc2C1=O,-5.4,45.9*
COc1cc(O)c(C(CCN2CCOCC2)c2ccc(N(C)C)cc2)c(OC)c1 (centres undefined),-20.1,14.3
CC1CN(c2nc(-c3ccc(Br)cc3)nnc2-c2ccccc2)CC(C)N1 (centres undefined),-37.7,5.7
CC(=O)C1=C(O)C(=O)N(Cc2ccccc2)C1c1ccc(Cl)cc1 (centres undefined),11.9,5.6
COC(=O)c1cc2c(ccn2-c2ccc(F)cc2)n1CC(=O)C(C)(C)C,-56.8,0.9

# New compounds follow
structure,OX1R antag-1,OX1R antag-2
Cc1csc(NC(=O)C2CCCN(S(=O)(=O)c3ccc4c(c3)oc(=O)n4C)C2)n1 (centres undefined),-8.1,26.3
S=c1[nH]nc(COc2ccccc2)n1/N=C/c1cccc(Br)c1,3.4,8.4
COc1ccc(C2=NS(=O)(=O)N(C)C(C(=O)Nc3ccc(C(C)=O)cc3)=C2)cc1OC,-3.3,2.9
CN(c1ccccc1)S(=O)(=O)c1ccc(C(=O)NCCc2ccc(F)cc2)cc1,-22.5,13.5
CNC(=S)Nc1cccc([N+](=O)[O-])c1,-1.4,12.2
Cn1c(=O)[nH]c(NC2CCCCC2)c([N+](=O)[O-])c1=O,3.9,11.7
O=C(NCCc1ccco1)C(=O)NCC1OCCCN1S(=O)(=O)c1cc(F)ccc1F (centres undefined),6.7,52.0
C[C@@]12C(=O)Nc3ccc(Br)cc3C(=O)N1[C@H]1c3ccccc3OC[C@@H]1[C@@H]2c1ccccc1,-15.1,1.7

# New compounds follow
structure,OX1R antag-1,OX1R antag-2
COc1ccc(C(=O)C/C(=C\C(=O)c2ccc(C)cc2)c2ccccc2)cc1,-0.8,10.3
COc1cccc(N2C(=O)CC(N3CCN(C(=O)c4ccco4)CC3)C2=O)c1 (centres undefined),-9.6,1.3
COc1ccccc1NC(=O)c1ccccc1NS(C)(=O)=O,-13.2,-1.3
Cc1cc(C)cc(NC(=O)COC(=O)c2cc(=O)[nH]c(=O)[nH]2)c1,-8.6,6.7
C[C@@H]1CC=C[C@H]2[C@H]1C(=O)N(Cc1ccccc1)[C@H]2c1ccc(-c2ccc(N(C)C)cc2)cc1F,-35.5,20.3

# Bioassay records as filed in PubChem BioAssay.
